# Assay outcomes: PubChem BioAssay, Sanford-Burnham Center for Chemical Genomics
# CHOP UPR activ: apoptotic UPR (CHOP) activation; activation, % at 10 µM; CHO-CHOP luciferase reporter, luminescence; percent of tunicamycin response over DMSO baseline; 0.34% of 330,000 active; AID 449763;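 active means at 10 µM dose, activation of 40% or more, normalized to positive control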;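 further: 100% = tunicamycin at 10 µg/mL and 0% = DMSO alone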
#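 System: CHO CHOP reporter cells. Amount: 500 cells per well. Buffer or medium: F12 medium, 10% FBS. Compound dosing: one dose, 10 µM in 0.5% DMSO. Incubation: 6 h compound exposure at 37 °C after overnight seeding. Technique: Steady-Glo luciferase luminescence. Benchmarks: tunicamycin and DMSO controls.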
# UPR XBP1 act: activators of adaptive arm of unfolded protein response (XBP1). activation, % at 20 µM. 0.33% of 330,000 active. CHO-XBP1 luciferase reporter, IRE1-XBP1 UPR activation, luminescence; percent of tunicamycin response, DMSO as zero;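 active means versus positive control, 20 µM dose yields 30% or more activation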;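 further: 100% = tunicamycin at 10 µg/mL and 0% = DMSO only wells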
#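 Material: CHO cell line with stable XBP1 luciferase reporter; schedule: 16-18 h cell attachment at 37 °C, then 6 h compound exposure; signal: glow luminescence from Steady-Glo reagent; medium: serum-containing F12 medium, 10% FBS; benchmarks: tunicamycin 10 µg/mL and vehicle-only wells; read-out: percent activation relative to tunicamycin reference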
# CCR6 antagonist: blocks CCL20-driven beta-arrestin recruitment at human CCR6 | P51684 | CHO-K1 CCR6 PathHunter beta-arrestin, luminescence, CCL20-stimulated | inhibition, % at 20 µM | 0.49% of 340,000 active;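 active means compounds whose inhibition of the agonist-driven luminescence signal at 20 µM reaches about 50%, limit read from the data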;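 further: cells stimulated with CCL20 at 14 nM final; plate controls were DMSO with CCL20 for no effect and DMSO without agonist for full effect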
# EBI2 antag: blocks human EBI2 receptor beta-arrestin signaling. inhibition, % at 5 µM. P32249. EBI2 beta-arrestin recruitment, luminescence, 7a,25-OHC stimulated. 0.81% of 360,000 active; in the data active means inhibition above about 38%;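 further: enzyme fragment complementation signal reports receptor beta-arrestin coupling in cells; 0% = agonist plus DMSO wells and 100% = wells without agonist; some results beyond the cut were filed as inactive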
# CXCR6 block: CXCR6 (human) receptor inhibition; O00574; CHO-K1 PathHunter CXCR6 beta-arrestin, luminescence; inhibition, % at 20 µM; 0.36% of 360,000 active; AID 602244; in the data active means inhibition above about 34%, passing the limit was not always enough;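 further: antagonist mode with CXCL16 agonist at 10 nM final; 0% = 10 nM CXCL16 with DMSO and 100% = unstimulated wells without agonist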
# Mdm2 MdmX PPI: human Mdm2/MdmX binding inhibition | SaOS-2 split-luciferase Mdm2/MdmX complementation, luminescence | inhibition, % at 8 µM | 3% of 330,000 active | AID 485346;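 active means inhibition of at least 50% at 8 µM in the primary screen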
# Target sequence (O15151 whole entry, looked up): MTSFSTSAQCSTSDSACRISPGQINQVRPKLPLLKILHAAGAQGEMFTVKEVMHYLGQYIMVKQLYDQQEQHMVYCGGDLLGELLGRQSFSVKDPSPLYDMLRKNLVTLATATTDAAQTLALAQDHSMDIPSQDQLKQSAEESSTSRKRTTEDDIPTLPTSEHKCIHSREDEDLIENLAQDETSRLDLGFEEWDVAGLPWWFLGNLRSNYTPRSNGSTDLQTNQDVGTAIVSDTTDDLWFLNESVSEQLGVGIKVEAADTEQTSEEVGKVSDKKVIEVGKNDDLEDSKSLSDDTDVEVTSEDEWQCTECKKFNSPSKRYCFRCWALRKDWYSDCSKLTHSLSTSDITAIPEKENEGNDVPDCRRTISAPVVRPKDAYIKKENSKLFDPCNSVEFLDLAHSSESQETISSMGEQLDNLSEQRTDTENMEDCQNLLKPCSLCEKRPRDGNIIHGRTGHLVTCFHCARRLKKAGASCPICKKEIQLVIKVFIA
# Target sequence (Q00987 whole entry, looked up): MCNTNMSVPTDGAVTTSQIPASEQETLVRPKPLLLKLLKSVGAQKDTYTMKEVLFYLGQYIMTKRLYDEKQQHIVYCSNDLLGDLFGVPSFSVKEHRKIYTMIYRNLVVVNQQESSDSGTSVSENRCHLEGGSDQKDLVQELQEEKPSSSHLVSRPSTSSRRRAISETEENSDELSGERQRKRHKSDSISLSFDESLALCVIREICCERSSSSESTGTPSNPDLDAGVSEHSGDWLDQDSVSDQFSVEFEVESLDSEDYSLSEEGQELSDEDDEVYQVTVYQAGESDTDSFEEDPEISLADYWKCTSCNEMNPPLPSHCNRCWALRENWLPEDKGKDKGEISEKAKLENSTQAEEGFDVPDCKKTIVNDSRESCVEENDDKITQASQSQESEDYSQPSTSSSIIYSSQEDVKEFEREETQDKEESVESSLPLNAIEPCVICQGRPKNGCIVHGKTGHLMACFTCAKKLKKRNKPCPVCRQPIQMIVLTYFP
# APJ antagonist: blocks the human apelin receptor APJ | P35414 | CHO-K1 APJ beta-arrestin complementation, luminescence | inhibition, % at 20 µM | 0.32% of 330,000 active;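 active means inhibition above about 40% at 20 µM, limit read from the data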;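 further: cells challenged with 10 nM apelin-13 agonist together with compound; plate controls were apelin-13 plus DMSO wells for no effect and DMSO wells lacking apelin-13 for full effect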
# tim23-1 inh: growth inhibitors of tim23-1 mutant yeast; S. cerevisiae tim23-1 growth, BacTiter-Glo luminescence, 24 h; inhibition, % at 20 µM; 1.3% of 330,000 active; AID 463212;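 active means growth inhibition of the mutant yeast at or above 50%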;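 further: temperature-sensitive mutant grown at 25 °C; plate controls were DMSO-treated mutant yeast for no effect and medium wells lacking yeast for full effect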
# APJ agonist: agonists of human APJ apelin receptor; P35414; CHO-K1 APJ PathHunter beta-arrestin, luminescence; 0% DMSO wells, 100% apelin; activation, % at 20 µM; 0.11% of 330,000 active;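 active means activation more than six SD over the plate average, tested at 20 µM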;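 further: 0% = DMSO alone and 100% = apelin-13 at 10 nM; some results filed as inactive read as strong as hits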
#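 system = engineered CHO-K1 APJ arrestin reporter cells | input = 1000 cells per well | timing = overnight seeding, 90 min compound at 25 °C, 1 h detection | measured by = enzyme-fragment complementation luminescence | read-out = beta-arrestin recruitment to APJ as agonist activity, luminescent signal | control set = negative DMSO alone, positive Apelin-13 at 10 nM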
# Active calls of the source: *; · = no result given.
1. CCOC(=O)Cn1nc(C)c(NC(=O)c2ccc(Cl)c([N+](=O)[O-])c2)c1C
2. COc1ccc2c(=O)c3c(=O)n(Cc4ccco4)c(-c4ccco4)nc3oc2c1
3. COC(=O)CC1Nc2ccccc2SC1=O (stereo unspecified)
4. COc1ccc(C(CNC(=O)C2COc3ccccc3O2)N2CCCC2)cc1 (stereo unspecified)
5. COc1ccc(NC(=O)c2c(C(F)(F)F)nn(C)c2SCc2ccccc2Cl)cc1
6. O=C(NCC1CCCO1)c1cccc(S(=O)(=O)N(Cc2ccccc2)c2ccccc2)c1 (stereo unspecified)
7. O=C(CCNC(=O)c1ccccc1Cl)NCC(c1ccco1)N1CCCC1 (stereo unspecified)
8. Cc1cc(C)n2nc(C(=O)N/N=C/c3cccc(Cl)c3)nc2n1

Assay by compound	1	2	3	4	5	6	7	8
CCR6 antagonist	-9	15	-7	9	20	1	5	1
EBI2 antag	10	-6	-9	-2	-5	-1	-14	-9
CXCR6 block	-2	0	-4	2	7	0	2	-2
APJ agonist	0	-6	1	-2	0	7	0	3
tim23-1 inh	22	20	8	-2	37	10	-16	16
Mdm2 MdmX PPI	6	-20	6	-7	9	15	-3	-5
UPR XBP1 act	-3	2	3	-1	0	-2	-2	2
CHOP UPR activ	1.1	-0.1	0.6	1.0	2.4	0.3	2.5	1.2
APJ antagonist	-21	0	2	10	3	4	6	3

9. O=C1c2[nH]nc(-c3ccccc3O)c2C(c2ccccc2F)N1Cc1ccco1 (stereo unspecified)
10. O=C(N/N=C/c1c[nH]c2ccccc12)c1ccn(Cc2ccc(Cl)cc2)n1
11. CCOc1ccc(C2NCCc3cc(OC)c(OC)cc32)cc1OC (stereo unspecified)
12. C=C1c2ccc(C)cc2NC(=O)N1c1ccccc1
13. COc1cccc(/C=N/n2nnnc2N)c1OCC#N
14. N#C/C(=C\c1c(Oc2ccc(Cl)cc2)nc2ccccn2c1=O)C(=O)NC1CCS(=O)(=O)C1 (stereo unspecified)
15. CCNC(=O)N(CC)C[C@H]1N[C@@](CC)(C(=O)OC)[C@H]2C(=O)N(Cc3ccccc3)C(=O)[C@@H]12
16. O=C(c1ccc(F)cc1)N1CCCC(N2CCN(Cc3ccc4c(c3)OCO4)CC2)C1 (stereo unspecified)

Assay by compound	9	10	11	12	13	14	15	16
CCR6 antagonist	13	0	12	15	11	11	0	5
EBI2 antag	13	11	-13	·	-5	-5	-7	0
CXCR6 block	5	3	-2	·	-11	2	-5	6
APJ agonist	2	6	-3	-1	-4	1	-2	-5
tim23-1 inh	22	25	0	15	-4	17	-8	9
Mdm2 MdmX PPI	20	-15	33	-10	19	-2	14	10
UPR XBP1 act	-2	0	3	1	-1	-3	-4	-3
CHOP UPR activ	1.1	0.6	2.2	3.1	-2.5	0.8	4.4	1.4
APJ antagonist	-1	-13	-21	-9	-24	-18	-1	6

17. Cc1sc2ncn(CC(=O)OCC(=O)NC(C)(C)C)c(=O)c2c1C
18. CCOc1ccccc1OCCCC(=O)NNC(=O)c1cc(C)oc1C
19. Cc1ccc(C)c(OCc2cc(C(=O)N3CCN(c4ccccc4C)CC3C)no2)c1 (stereo unspecified)
20. CC(C)Oc1ccc(CNC(=O)Cn2ccc3cc(S(=O)(=O)N4CCCC4)ccc32)cc1
21. CCCCCc1nc2c(=O)n(C)c3ccccc3c2o1
22. Cc1nnc(SCC(=O)NC(C)(C)C)n1NCc1cccc(Br)c1
23. CCCSc1nc2c(cnn2-c2ccccc2)c(=O)[nH]1
24. CCn1cc(C2=NC(C(C)C)CO2)c2ccccc21 (stereo unspecified)

Assay by compound	17	18	19	20	21	22	23	24
CCR6 antagonist	14	-9	16	5	9	9	-1	10
EBI2 antag	-6	-6	-12	-7	-3	12	6	-2
CXCR6 block	-1	8	7	2	-1	-6	-5	0
APJ agonist	1	0	4	0	-4	0	-3	-2
tim23-1 inh	-2	-3	15	17	22	-1	12	27
Mdm2 MdmX PPI	14	10	16	4	-5	15	0	-14
UPR XBP1 act	1	-2	-4	-3	3	-7	2	-2
CHOP UPR activ	-2.1	0.5	5.7	3.1	5.2	-1.1	-0.6	2.7
APJ antagonist	13	-5	2	13	1	-19	11	4

25. CCOC(=O)CN1C(=O)S/C(=C\c2ccc3c(c2)OCO3)C1=O
26. C/C(=C\c1ccccc1)C(=O)NCc1ccco1
27. Cc1ccc(S(=O)(=O)N2CCC(=O)N(CCOCc3ccc(F)cc3)CC2)cc1
28. C#CCOCCOCCOCCNc1nc(N2CCN(C(=O)[C@H](Cc3cc4ccccc4[nH]3)n3cc(C(N)CC(C)C)nn3)CC2)nc(N2CCN(C(=O)[C@H](CCC(=O)O)n3cc(C(N)[C@H](C)CC)nn3)CC2)n1 (stereo partly specified)
29. Cc1cccc(C)c1OCCNC(=O)CCC(=O)c1ccccc1
30. CC1CCN(S(=O)(=O)c2ccc3c(c2)oc(=O)n3CC(=O)N2c3ccccc3CC2C)CC1 (stereo unspecified)
31. O=C(CCNC(=O)C1CCN(S(=O)(=O)c2ccc(F)cc2)CC1)NCc1ccc(F)cc1
32. CC1CCCC(NC(=O)COC(=O)COc2cccc(F)c2)C1C (stereo unspecified)

Assay by compound	25	26	27	28	29	30	31	32
CCR6 antagonist	-6	-17	13	-6	-6	-3	-2	5
EBI2 antag	-12	-1	0	2	-11	7	-1	7
CXCR6 block	-12	6	2	-8	-2	-6	6	0
APJ agonist	1	-2	9	-2	0	-2	4	-3
tim23-1 inh	39	7	16	17	15	4	8	14
Mdm2 MdmX PPI	21	-22	3	9	15	23	8	22
UPR XBP1 act	-2	2	-1	-1	5	-1	-4	1
CHOP UPR activ	0.5	3.6	-0.9	-0.4	-0.8	-1.2	0.6	2.0
APJ antagonist	12	-3	-70	1	-23	-27	14	3

33. O=C(CCc1ccccc1)NNC(=O)c1ccccc1Br
34. CN1C(C(=O)Nc2ccc(F)cc2F)=CC(c2cccs2)=NS1(=O)=O
35. COc1ccc(OC)c(NC(=O)CSc2sc3c(O)cc(=O)[nH]c3c2C#N)c1
36. Cc1ccc(S(=O)(=O)NC2=NCN(Cc3ccccc3)CN2)cc1
37. COCCN1Cc2cccc(C(=O)NC(C)CCc3ccco3)c2C1=O (stereo unspecified)
38. CN(C)S(=O)(=O)c1ccc(C(=O)OCC(=O)Nc2cccnc2Cl)cc1
39. Nc1cc(S(=O)(=O)Nc2ccccc2Cl)ccc1N1CCCCC1
40. CCN1CCN(CCc2nc3cc([N+](=O)[O-])ccc3n2C)CC1

Assay by compound	33	34	35	36	37	38	39	40
CCR6 antagonist	7	8	9	-9	3	-4	9	4
EBI2 antag	-5	3	6	-12	5	-5	19	-6
CXCR6 block	6	5	-7	-2	-4	2	-6	-18
APJ agonist	-5	-2	2	-5	-1	-1	-3	-6
tim23-1 inh	0	-4	1	5	2	3	58*	-7
Mdm2 MdmX PPI	-11	12	-14	12	6	1	-31	-3
UPR XBP1 act	-2	-2	-7	-1	2	1	0	-1
CHOP UPR activ	2.7	-0.5	-0.5	-0.3	-1.6	-1.5	9.1	-2.5
APJ antagonist	5	17	9	1	2	-16	-8	2

41. O=c1c2ccccc2n(Cc2ccccc2F)c(=O)n1Cc1ccccc1F
42. CC(C)[C@H](NC(=O)N1CCn2c1nc1ccccc12)C(=O)NCc1ccco1
43. O=C(COC(=O)c1cc2ccccc2o1)NCc1ccco1
44. COc1ccc(S(=O)(=O)N2CCC(C(=O)NCCCn3ccnc3)CC2)cc1C
45. CNC(=S)N1N=C(c2cccs2)CC1c1ccc(OC)cc1 (stereo unspecified)
46. Cc1noc(C)c1COc1ccc(C(=O)NCCc2ccccn2)cc1
47. CCOC(=O)c1cn(-c2ccccc2)nc1-c1ccncc1
48. Cc1ccc(-c2nn(-c3ccccc3)cc2C(=O)O)o1

Assay by compound	41	42	43	44	45	46	47	48
CCR6 antagonist	22	-3	-3	12	-1	-1	-3	·
EBI2 antag	54*	-8	-2	-3	13	1	9	·
CXCR6 block	16	-2	2	5	-8	4	-6	·
APJ agonist	-5	2	-3	-3	1	-4	0	-3
tim23-1 inh	10	-4	-9	-4	33	3	51*	7
Mdm2 MdmX PPI	33	19	-4	6	-4	2	-4	4
UPR XBP1 act	-1	-7	-2	0	1	13	2	1
CHOP UPR activ	-3.0	2.3	-2.6	2.3	0.4	-0.4	-2.7	0.5
APJ antagonist	14	3	-1	9	12	-13	-13	-5

49. COc1ccc(/C(=C/c2ccc(OC(F)F)c(OC)c2)C(=O)O)cc1OC
50. Cc1cc(NC(=O)CCN2C(=O)/C(=C\c3ccccc3Cl)SC2=S)no1
51. Cc1ccc(NS(=O)(=O)c2ccc(OCC(N)=O)cc2)cc1
52. CCOc1ccc(N2C(=O)CC(N(CCc3ccccc3)C(=O)/C=C/C(=O)O)C2=O)cc1 (stereo unspecified)
53. Cc1ccccc1NC1=NC(=S)N(c2ccccc2)C12CCCCC2
54. CCN(Cc1cc2ccccc2[nH]c1=O)C(=O)C1CCCCC1
55. COc1ccc(OC)c(C2C(C(=O)Nc3cccnc3)=C(C)NC3=C2C(=O)CCC3)c1 (stereo unspecified)
56. Cc1nn(C)cc1/C=N/NC(=S)Nc1ccc(Cl)cc1Cl
57. C/C(=N\NC(=O)CCC(=O)Nc1ccc(C)c(C)c1)C1CC1
58. Cn1cccc1C(=O)NCCc1ccccc1

Assay by compound	49	50	51	52	53	54	55	56	57	58
CCR6 antagonist	8	16	8	10	12	0	10	25	-12	3
EBI2 antag	-10	2	-12	0	-4	12	-3	1	7	-7
CXCR6 block	3	-7	1	3	-1	-10	2	18	-4	-9
APJ agonist	4	3	-2	-1	1	4	-2	-2	3	-3
tim23-1 inh	7	-19	-6	-203	50	13	-5	24	1	5
Mdm2 MdmX PPI	-34	30	-20	0	13	11	-16	0	-3	-10
UPR XBP1 act	-1	1	-2	-2	2	0	1	2	-1	-9
CHOP UPR activ	-1.7	-1.8	-1.6	-2.3	-0.1	-0.7	2.0	1.3	-0.5	1.1
APJ antagonist	-30	-8	6	1	15	-10	-14	-18	-12	18

# This is a subset (hit frequency here may not be typical).
